High-throughput results from PubChem BioAssay.
aSyn yeast rescue = qHTS of alpha-syn Inhibitors: NCGC Sytravon Library Screen | S. cerevisiae alpha-synuclein toxicity rescue, BacTiter-Glo growth, 24 h | 94,000 compounds, 0.02% hits | Potency, µM (highest dose often 46.1 µM), for inactives: at the top dose growth rescue (activation), most hits filed as activators; active = well fitted activation curve with a large enough effect; inconclusive = small, poorly fitted or top-dose-only effect; also: 0% is about no effect
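Growth restoration measured by BacTiter-Glo luminescence after 24 hr at 30 deg C; alpha-synuclein yeast, raffinose-pregrown to mid-log, were added at OD600=0.02 in galactose medium onto pinned compounds.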
Numbers without * were called inactive; ? = inconclusive; [ ] = another dose, or the depositor's remark. Potency is read from the fitted curve at half-maximal effect.

Preview (5 entries):
Molecule | aSyn yeast rescue
CCCC(C(=O)NCc1cccc(Cl)c1)N1Cc2ccccc2C1=O (stereo unspecified) | 8%
Cc1cccc(C)c1Nc1c(-c2ccccn2)nc2ccc(Cl)cn12 | -3%
COc1ccc(-c2csc3ncnc(N4CCN(S(=O)(=O)c5ccc(C(C)=O)cc5)CC4)c23)cc1 | 11%
Oc1ccc(N=C/C=C/c2cccc(Br)c2)cc1-c1nc2ccccc2s1 | 1%
CCCN1CCN(C(=O)Cn2ncc3c4ccccc4n(Cc4cccc(Cl)c4)c3c2=O)CC1 | 4%

Results, previewed entries included:
Molecule | aSyn yeast rescue
CCCC(C(=O)NCc1cccc(Cl)c1)N1Cc2ccccc2C1=O (stereo unspecified) | 8%
Cc1cccc(C)c1Nc1c(-c2ccccn2)nc2ccc(Cl)cn12 | -3%
COc1ccc(-c2csc3ncnc(N4CCN(S(=O)(=O)c5ccc(C(C)=O)cc5)CC4)c23)cc1 | 11%
Oc1ccc(N=C/C=C/c2cccc(Br)c2)cc1-c1nc2ccccc2s1 | 1%
CCCN1CCN(C(=O)Cn2ncc3c4ccccc4n(Cc4cccc(Cl)c4)c3c2=O)CC1 | 4%
Cc1cccc(C(=O)NCC(c2ccc3c(c2)OCO3)N2CCOCC2)c1 (stereo unspecified) | 3%
Cc1nn(-c2ccc(N3CCOCC3)nn2)c(C)c1CCC(=O)NCc1ccc(F)cc1 | -12%
O=C1C(=O)N(CCN2CCOCC2)C(c2ccc(F)cc2)/C1=C(/O)c1ccc(S(=O)(=O)N2CCOCC2)cc1 (stereo unspecified) | 0%
C=CCNC(=S)Nc1ccc(C(N)=O)cc1 | -16%
Cc1ccc(C)c(OCCC(=O)NNC(=O)c2ccccc2)c1 | 11%
CCc1ccccc1NC(=O)CCC(=O)N1CC(C)Oc2ccc(C)cc21 (stereo unspecified) | 5%
Cn1cc(S(=O)(=O)N2CCCCCC2)cc1C(=O)Nc1ccc(Cl)c(C(F)(F)F)c1 | 3%
O=C(NCCc1ccc(Cl)cc1)c1ccc2c(c1)N(Cc1ccc(F)cc1Cl)C(=O)CS2 | 0%
O=S1(=O)CCN(Cc2ccncc2)CC1 | 0%
CC(=O)/C(=C\N(C)C)Sc1ccc(C)cc1 | 24%
COCCCn1c(=O)c2ccccc2n(CC(=O)NC2CCCCC2)c1=O | 4%
COc1ccc(Nc2ncc3c(n2)CCN(Cc2sccc2C)C3)c(OC)c1 | -1%
Cc1cc2c(cc1S(=O)(=O)Nc1cccc(C(F)(F)F)c1)OCCN2C | -8%
CCN(Cc1ccccc1)C(=O)Cn1c(=O)n(-c2cccc(C)c2)c(=O)c2c1c1cc(C)ccc1n2C | 1%
Cc1nc(-c2ccc(C)c(S(=O)(=O)N3CCC(C(=O)NCc4ccc(Cl)cc4)CC3)c2)no1 | -12%

Carrying on:
Molecule | aSyn yeast rescue
O=C(CCSc1ccccc1)NC1CCCCCC1 | -5%
COc1cc(NC(=O)NC(C)c2c(-n3cccc3)sc3c2CCN(C)C3)cc(OC)c1 (stereo unspecified) | 0%
Cc1cccc(N2CCN(C(=O)Nc3ccc(F)cc3)CC2C)c1 (stereo unspecified) | 0%
COc1ccc(N2C(=O)CSC23C(=O)N(C)c2ccccc23)cc1Cl (stereo unspecified) | -8%
Nc1cc2c(cc1[N+](=O)[O-])OCCOCCOCCO2 | 1%
COc1ccc(-n2c(SCC(=O)NCc3ccc(Cl)cc3)nc3ccsc3c2=O)cc1 | -14%
CCc1ccc(-c2nn(CC(=O)NC3CCCC3)c3c2cnc2ccc(F)cc23)cc1 | -5%
COCCNC(=O)CN1C(=O)NC2(CCCc3ccccc32)C1=O (stereo unspecified) | -10%
Cc1ccc(Cc2c(C)nc3nc(SCC(=O)NC4CCC(C)CC4)nn3c2C)cc1 (stereo unspecified) | -14%
CCOc1ccccc1-c1noc(CSc2nnc(-c3ccccc3)n2-c2ccc(F)cc2)n1 | -6%
CN(C)CCN(Cc1ccco1)C(=O)c1oc2ccccc2c1NC(=O)c1ccccc1 | 4%
CCOc1ccc(S(=O)(=O)N2CCC(C(=O)NCc3ccccn3)CC2)cc1 | 0%
Cc1c(C(=O)N(Cc2ccccc2F)C2CCS(=O)(=O)C2)oc2ccc(F)cc12 (stereo unspecified) | 10%
Cc1ccccc1OCc1nnc(SCC(=O)O)n1Cc1ccccc1 | 0%
CCOCCCNC(=O)c1cnc2sc(N3CCCCCC3)nn2c1=O | -9%
Cn1c(=O)c2c(SCC(N)=O)nc(CC(C)(C)C)nc2n(C)c1=O | -8%
O=C(NCC(c1cccs1)S(=O)(=O)c1cccs1)c1ccccc1 (stereo unspecified) | -5%
COc1cc(OC)cc(N2CC(C)(C)C2=O)c1 | -4%
O=C1Nc2ccccc2O/C1=C\c1c(F)cccc1Cl | 0%
CCOC(=O)COc1cc(C)c(Cl)cc1C(=O)c1ccn2nc(-c3ccc(OC)cc3)cc2n1 | 5%

Reprinted at random: 3 entries already listed, in no set order.
Molecule | aSyn yeast rescue
COc1cc(NC(=O)NC(C)c2c(-n3cccc3)sc3c2CCN(C)C3)cc(OC)c1 (stereo unspecified) | 0%
O=C(CCSc1ccccc1)NC1CCCCCC1 | -5%
Cn1c(=O)c2c(SCC(N)=O)nc(CC(C)(C)C)nc2n(C)c1=O | -8%

The results go on:
Molecule | aSyn yeast rescue
CCc1nnc(NS(=O)(=O)c2ccc(NC(=O)/C=C/c3ccc(OC)cc3OC)cc2)s1 | -2%
COc1ccc(C(=O)N[C@H](C(=O)OCc2cc(=O)oc3cc(C)ccc23)C(C)C)cc1 | 9%
CCCCN(C(=O)c1ccc(N(C)S(=O)(=O)c2ccc(C)cc2)cc1)c1c(N)n(CCCC)c(=O)[nH]c1=O | 10%
Cc1cc(C)c2c(n1)SCC(=O)N2CC(=O)Nc1ccccc1C | 7%
O=C(CCCn1c(=O)[nH]c2ccsc2c1=O)N1CCN(c2ccc(Cl)cc2)CC1 | -10%
COc1cccc(-c2nc3n(n2)CCc2ccccc2-3)c1 | -7%
COc1ccc(C)cc1NC(=O)NCCn1nnc2cc(S(=O)(=O)N(C)C)ccc21 | 3%
Cc1cccc(OCC(=O)N/N=C/c2sc(=O)n(Cc3cccc(C(=O)O)c3)c2Cl)c1 | -5%
Cc1cccc(N2CCN(S(=O)(=O)c3ccc(F)c(C(=O)Nc4ccc(C(C)C)cc4)c3)CC2)c1C | 8%
O=C(O)c1cccc(NC(=O)c2cccc(S(=O)(=O)N3CCc4ccccc43)c2)c1 | 1%
CN(C)S(=O)(=O)c1ccc(C(=O)NCCSc2c(-c3ccc(Cl)cc3)[nH]c3ccccc23)cc1 | 4%
O=S(=O)(c1ccccc1)c1nnn2c1nc(NC1CCCCCC1)c1sccc12 | -2%
COc1ccc(C(=O)NCC(=O)OCC(=O)c2ccccc2Br)cc1OC | -7%
Cc1cc(S(=O)(=O)C(CNC(=O)c2ccc(F)c(F)c2)c2cccs2)ccc1F (stereo unspecified) | 1%
Cc1ccccc1CNCCSc1nnnn1-c1ccccc1 | -1%
FC(F)(F)c1cccc(NC(=S)Nc2ccc(Cl)c(Cl)c2)c1 | -67%[inhibitor]
COc1ccc(C)cc1NC(=O)c1ccc(=O)n(Cc2ccccc2)c1 | -1%
CCc1ccc2oc(-c3ccc(NC(=O)c4ccc(OC)c(Br)c4)cc3)nc2c1 | 6%
Cc1ccc2ccc(S(=O)(=O)NCc3ccco3)cc2c1 | 9%
CCN(CC)C(=O)C1=C(C)N(CCCOC)C(=O)C(CC(=O)NC2CC2)C1 (stereo unspecified) | -1%

Carrying on:
Molecule | aSyn yeast rescue
COc1ccc(C2=NN(CC(=O)NCCc3ccccc3)C(=O)CC2)cc1 | 8%
Cc1ccc(S(=O)(=O)N2CCOCC2)cc1C(=O)N1CCC(Cc2ccccc2)CC1 | 0%
COc1ccc(C(=O)Oc2ccc(C(c3c(C)[nH][nH]c3=O)c3c(C)[nH][nH]c3=O)cc2OC)cc1 | -9%
Cc1ccc(C)c(N(C(=O)c2ccco2)C(C(=O)NC2CCCC2)c2ccco2)c1 (stereo unspecified) | 11%
CC(=O)c1ccc(NC2=NS(=O)(=O)c3ccccc32)cc1 | 2%
Cc1ccc(S(=O)(=O)N2CCOCC2)cc1NC(=O)COC(=O)CCC(=O)c1ccc(F)cc1 | 2%
CCOc1ccc(-n2c(=O)c3c4c(sc3n(Cc3cccc(Cl)c3)c2=O)CCCC4)cc1 | 7%
Cc1ccccc1NC(=O)CSc1nc2ccccc2c(=O)n1CC1CCCO1 (stereo unspecified) | -9%
CCc1ccccc1NC(=O)C(=O)NCCc1sc(-c2cccc(C)c2)nc1C | -8%
COc1ccc(-n2nc3c(N4CCC(C(=O)NCCc5ccccc5)CC4)nnc(C)c3c2C)cc1 | 6%
Cc1cccc(NC(=O)CN2C(=O)N/C(=C/c3cc(C)n(-c4cccnc4)c3C)C2=O)c1 | -6%
CN(Cc1ccc(OC(F)F)cc1)C(=O)c1ccc2c(=O)n3c(nc2c1)CCC3 | -44%[inhibitor]
Cc1ccc(NC(=O)c2cn(-c3ccccc3)nc2-c2ccccc2)cc1 | -20%
COc1ccc(COC(=O)C2CCN(S(=O)(=O)c3ccc(F)cc3)CC2)cc1 | -4%
COC(=O)c1c(N2C(=O)CC(Sc3ccccc3C(=O)O)C2=O)sc(C)c1C (stereo unspecified) | ?
Cn1c(NNC(=O)c2cccc3ccccc23)cc(=O)n(C)c1=O | 5%
c1ccc(COc2ncnc3c2ncn3CCCN2CCN(Cc3cccc4ccccc34)CC2)cc1 | -10%
CN1C(=O)C2(SCC(=O)N2c2ccc(F)cc2)c2ccccc21 (stereo unspecified) | 4%
Cc1csc(NC(=O)CSc2ccc(-c3ccccn3)nn2)n1 | -2%
Cc1ccc(C)c(NC(=O)CN(C)C(=O)C2CCN(C(=O)Nc3ccccc3)CC2)c1 | 0%

The listing continues:
Molecule | aSyn yeast rescue
Cc1ccc(SCc2cc(=O)c3c(=O)n(-c4ccccc4)[nH]c3[nH]2)cc1 | -5%
O=C(CCS(=O)(=O)c1ccccc1Cl)NCc1ccc(F)cc1 | -4%
CCN(CC)S(=O)(=O)c1ccc(C(=O)N(c2ccc(C)cc2)C2C=CS(=O)(=O)C2)cc1 (stereo unspecified) | 6%
c1ccc(CN2CCN(c3nc4ccccc4s3)CC2)cc1 | 6%
COc1ccc(S(=O)(=O)N2CCCC2CNC(=O)C(=O)NC2CCCCCC2)cc1 (stereo unspecified) | -3%
COc1ccc(/C=C(\C#N)C(=O)Nc2cc(C)c(Cl)cc2OC)cc1O | 0%
CC1(C)N=C(N)N=C(N)N1c1ccc(OCCCOc2ccccc2)c(Cl)c1 | -5%
CN1OC[C@@H]2CN(S(=O)(=O)c3cccc(C(F)(F)F)c3)[C@H](c3ccc(-c4cccnc4)cc3)C[C@@H]21 | -7%
CC1CCCN(S(=O)(=O)c2ccc3c(c2)OCCO3)C1 (stereo unspecified) | -4%
O=C1CSC(c2ccccc2F)N1 (stereo unspecified) | 1%
CC(C)c1ccc(NC(=O)CN2C(=O)CCc3cc(S(=O)(=O)N4CCOCC4)ccc32)cc1 | 5%
C=CCN(c1ccc(F)cc1)S(=O)(=O)c1cc(C(=O)NC2CC2)ccc1Cl | 11%
O=C(Nc1ccc2nc(SCC(=O)N3CCCc4ccccc43)sc2c1)c1ccccc1 | -14%
Cc1noc(C)c1NC(=O)Nc1ccc2c(c1)C(=O)N([C@H](C)CO)C[C@H](C)[C@@H](CN(C)S(=O)(=O)c1ccc(Cl)cc1)OCCCC[C@@H](C)O2 | -6%
COc1cc(NC(=O)CCc2c(C)nc3c(c(C)nn3-c3ccccc3)c2C)cc(OC)c1OC | 17%
CC1(C)CC2=C(CO1)C(=S)NC(c1ccccc1)N2CC1CCCO1 (stereo unspecified) | -8%
COc1ccccc1NC(=O)CSc1nc(-c2ccc(C(C)(C)C)cc2)c(C#N)c(=O)[nH]1 | -16%
O=C(Cn1cc(SCc2cccc(F)c2)c2ccccc21)N1CCCC1 | ?
O=[N+]([O-])c1cccc(-c2nnnn2-c2cccc(F)c2)c1 | -4%
O=C(CCCCn1c(=O)c2ccccc2n(CC(=O)Nc2cccc(C(F)(F)F)c2)c1=O)NCc1ccc2c(c1)OCO2 | 0%

Other records follow:
Molecule | aSyn yeast rescue
CC1N=C2c3ccccc3N=C(SCC(=O)NCCc3ccccc3)N2C1=O (stereo unspecified) | -7%
N#Cc1cccnc1Oc1ccccc1 | 6%
c1csc(-c2cc(N3CCCCC3)c3ccccc3n2)c1 | 8%
CCN(CCCNC(=O)CC1Oc2ccc(C)cc2NC1=O)Cc1ccccc1 (stereo unspecified) | 9%
Cc1ccc(NC(=O)N2CCc3cc(S(=O)(=O)N4CCC(C)CC4)ccc32)cc1F | -4%
CCOc1ccc(N2CC(C(=O)Nc3nnc(SCCOC)s3)CC2=O)cc1 (stereo unspecified) | -9%
CCc1ccc2oc(-c3cc(NC(=O)c4cc(OC)c(OC)c(OC)c4)ccc3O)nc2c1 | 1%
CC(=O)c1ccc(NC(=O)CSc2nc(-c3ccc(C)cc3)nc3c2c(=O)n(C)c(=O)n3C)cc1 | -10%
CC(=O)CC(=O)Nc1ccc(Cl)cn1 | 4%
CCN(c1ccccc1)c1nnc(NC(=O)Nc2ccc(Br)cc2)s1 | -4%
Cc1ccccc1NC(=O)Cn1nnc2sc3c(c2c1=O)CC(C)(C)OC3 | 2%
CC(=O)Nc1ccc(Nc2cc(C)nc3ccccc23)cc1 | -1%
CC(NC(=S)NCCN1CCOCC1)C12CC3CC(CC(C3)C1)C2 (stereo unspecified) | 7%
CCOc1ccc(C2C(=O)N(C3CCCCCC3)CC(=O)N2Cc2ccccc2)cc1OC (stereo unspecified) | -3%

This is a subset (hit frequency here may not be typical).
